# TRHR agonist = qHTS for Small Molecule Agonists and Allosteric Enhancers of Human TRH Receptor: Primary Screen for Agonists; Thyrotropin-releasing hormone receptor (Homo sapiens), P34981; TRHR cells, calcium flux fluo-8, FDSS agonist mode; activation, % at 2 µM; 360,000 tested, 0.18% active; in the data active means activation above about 30%; further: 0% is about no effect
#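 In this calcium-flux screen, cells bearing human TRHR are dye-loaded with fluo-8, baselined for 10 cycles, then exposed to library compounds; positive kinetic calcium responses during the agonist phase mark hits, with TRH as control.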
# BLM helicase inh = qHTS Assay for Inhibitors of Bloom's syndrome helicase (BLM); recombinant BLM DNA unwinding, fluorescence dequenching; Potency, µM (series often up to 56.1 µM), without a hit: top-dose activity change, negative = inhibition, hits mostly inhibitors; 350,000 tested, 0.2% active; AID 2528, 2010;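 further: potency means the concentration at half of the fitted maximal effect; plate controls were vehicle for no effect and no enzyme for full effect; nearly all actives have a fitted effect of over 35% in size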
# ERG Ets-DNA blk = qHTS for Small Molecule Inhibitors of the ERG Ets/DNA interaction; Potency, µM (doses to about 76.9 µM), for inactives: at the highest dose FP activity, negative = inhibition, usual class: inhibitors; Transcriptional regulator ERG (Homo sapiens), P11308; 370,000 tested, 0.028% active; fluorescence polarization, His-ERG Ets domain / labelled DNA; active means well fitted inhibition curve with a large enough effect in the polarisation, with a control signal flat; inconclusive means small, poorly fitted or top-dose-only effect, or effect the other way, or a change in a side signal; inactive means no such curve, though single readings can be large or run the other way; the % refers to the polarisation;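 further: polarization taken with two DNA probes labelled with fluorescein and Texas red; potency means the concentration at half of the fitted maximal effect; % of control where 0% means no effect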
# Target sequence (P11308 whole entry, looked up, the tested form may be a part): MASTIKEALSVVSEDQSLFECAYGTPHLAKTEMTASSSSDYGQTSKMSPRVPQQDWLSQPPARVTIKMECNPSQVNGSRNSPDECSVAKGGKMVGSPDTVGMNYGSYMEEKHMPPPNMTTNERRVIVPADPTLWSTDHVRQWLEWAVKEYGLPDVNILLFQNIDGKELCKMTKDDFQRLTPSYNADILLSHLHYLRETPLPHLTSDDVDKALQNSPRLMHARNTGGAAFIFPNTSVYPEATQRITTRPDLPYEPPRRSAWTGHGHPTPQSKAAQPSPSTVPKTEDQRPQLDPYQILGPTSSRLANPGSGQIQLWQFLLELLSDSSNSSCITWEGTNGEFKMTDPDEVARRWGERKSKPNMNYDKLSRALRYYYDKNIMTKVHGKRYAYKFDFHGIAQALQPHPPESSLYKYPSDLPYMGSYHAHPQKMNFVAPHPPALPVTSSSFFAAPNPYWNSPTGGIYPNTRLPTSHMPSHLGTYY
#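 His-tagged ERG Ets domain (1 uM in the protein solution; 300mM KCl, 50mM Tris-HCl, 1mM EDTA, 1mM DTT, pH 7.5) received compound, then a probe mix of 5 nM fluorescein-DNA and 100nM Texas-615-DNA. Fluorescence polarization was read for both dyes.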
# POLI inh = qHTS for Inhibitors of Polymerase Iota | DNA polymerase iota (Homo sapiens), Q9UNA4 | Pol iota fluorescent replication assay, 10 min | Potency, µM (highest dose often 115 µM), for the others: at the top dose activity, negative = inhibition, hits mostly inhibitors | 390,000 tested, 1% active | AID 588590, 2011; further: potency means the concentration at half of the fitted maximal effect
#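 Fluorescent replication assay read twice, at 0 min and 10 min after adding 50 nM (final) substrate. Enzyme (10 nM) and compounds were first incubated 15 min at room temperature; enzyme-free buffer wells were negative controls.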
# Pol beta inh = qHTS Assay for Inhibitors of DNA Polymerase Beta | 340,000 tested, 1.3% active | AID 485314, 2010 | P06746 | Pol beta primer extension/strand displacement, fluorescence kinetic | Potency, µM (doses to about 114 µM), without a hit: top-dose activity change, negative = inhibition, hits mostly inhibitors; further: potency means the concentration at half of the fitted maximal effect; on the % scale 0 is the no-effect control and ±100 the full control effect
#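 Curves were derived by four-parameter Hill fits of normalized qHTS data. The kinetic fluorescent primer-extension read was taken at 0 and 10 min after 50 nM substrate, following a 15 min room-temperature preincubation of 10 nM enzyme with compounds.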
# Pol kappa inh = qHTS for Inhibitors of Polymerase Kappa | Potency, µM (titrated, usually from 107 µM), inactives show at the top dose activity, negative = inhibition, hits mostly inhibitors | purified Pol kappa, fluorescent DNA synthesis assay, 10 min | 400,000 tested, 0.53% active | DNA polymerase kappa (Homo sapiens), Q9UBT6; further: potency means the concentration at half of the fitted maximal effect; on the % scale 0 is the no-effect control and ±100 the full control effect
#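 10 nM Pol kappa was preincubated with compounds for 15 min at room temperature. Reaction started with 50 nM (final) substrate. Fluorescence read kinetically at 0 and 10 min.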
# APE1 inh = qHTS Assay for Inhibitors of the Human Apurinic/apyrimidinic Endonuclease 1 (APE1); 350,000 tested, 0.35% active; recombinant APE1, TAMRA/BHQ-2 abasic DNA cleavage fluorescence; Potency, µM (highest dose often 65.8 µM), without a hit: at the highest dose activity change, negative = inhibition, actives largely listed as inhibitors; DNA repair nuclease/redox regulator APEX1 (Homo sapiens), P27695;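 further: potency means the concentration at half of the fitted maximal effect; plate controls were vehicle for no effect and reference inhibitor for full effect; nearly all actives have a fitted effect of over 55% in size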
# Target sequence (P27695 whole entry, looked up): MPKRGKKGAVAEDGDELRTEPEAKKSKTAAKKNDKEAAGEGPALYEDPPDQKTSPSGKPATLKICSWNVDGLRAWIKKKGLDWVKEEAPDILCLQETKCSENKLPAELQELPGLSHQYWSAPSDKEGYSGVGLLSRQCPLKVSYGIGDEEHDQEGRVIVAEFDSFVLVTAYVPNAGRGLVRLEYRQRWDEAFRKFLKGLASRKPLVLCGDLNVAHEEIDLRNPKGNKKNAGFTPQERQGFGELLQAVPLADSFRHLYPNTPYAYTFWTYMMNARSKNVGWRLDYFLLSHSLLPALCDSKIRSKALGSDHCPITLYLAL
#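 Kinetic fluorescence read (525 ex/598 em nm, three reads 60 s apart) of AP-site incision; signal = third minus first read. Enzyme 0.75 nM, dual-labelled THF duplex 50 nM, compound preincubation 15 min RT.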
# Anesthetic bind = qHTS Assay for Identification of Novel General Anesthetics | Ferritin light chain (Equus caballus), P02791 | apoferritin/1-aminoanthracene competitive binding, fluorescence | Potency, µM (highest dose often 77.5 µM), for inactives: top-dose activity change, negative = displacement, usual class: inhibitors | 350,000 tested, 0.074% active | AID 485281, 2010; further: potency means the concentration at half of the fitted maximal effect; on the % scale 0 is the no-effect control and ±100 the full control effect; nearly all actives have a fitted effect of over 20% in size
# Target sequence (P02791 2-175 limits assumed): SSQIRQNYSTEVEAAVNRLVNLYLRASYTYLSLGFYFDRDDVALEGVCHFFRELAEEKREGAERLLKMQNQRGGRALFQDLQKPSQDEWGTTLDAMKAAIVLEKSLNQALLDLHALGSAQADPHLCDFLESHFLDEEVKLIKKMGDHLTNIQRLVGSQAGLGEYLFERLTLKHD
#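 Read-out: endpoint 1-AMA fluorescence, excitation 380 nm and emission 535 nm, after compounds sit 10 min at room temperature with 10 uM horse-spleen apoferritin in 50% saturated 1-AMA/PBS. Values come from four-parameter Hill fits.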
# 12-LOX inh = Primary qHTS assay for inhibitors of human arachidonate 12S-lipoxygenase (ALOX12): Round 2. AID 1671190, 2021. Potency, µM (titrated, usually from 108 µM), for inactives: at the highest dose activity change, negative = inhibition, actives largely listed as inhibitors. Polyunsaturated fatty acid lipoxygenase ALOX12 (Homo sapiens), P18054. 580,000 tested, 1.1% active. purified 12hLO, xylenol orange hydroperoxide absorbance; further: potency means the concentration at half of the fitted maximal effect; on the % scale 0 is the no-effect control and ±100 the full control effect
#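 Purified human 12hLO (150 nM final) in 25 mM Hepes, 0.01% Triton X-100, pH 7.0 was preincubated 15 min at room temperature with compound. Then 40 uM arachidonic acid was added, 30 min. Hydroperoxide was read by Fe-XO absorbance ratio 573/405 nm.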
# Active calls of the source: *; i = inactive; ? = inconclusive; · = not tested or not shown; & = joins results of further samples; [ ] = dose if it differs, or a comment. Unless noted, the call rests on the fitted dose curve; in most records, active means well fitted curve in the direction sought with a large enough effect; inconclusive means small, poorly fitted or top-dose-only effect, or another doubt; inactive means no such curve, though single readings can be large; an effect the other way counts as inactive or inconclusive. Not all compounds are listed, so the mix of outcomes need not match the whole.
SMILES,TRHR agonist,BLM helicase inh,ERG Ets-DNA blk,POLI inh,Pol beta inh,Pol kappa inh,APE1 inh,Anesthetic bind,12-LOX inh
Cc1ccc(C)c(C(=O)COC(=O)c2c(-c3ccccc3)noc2C)c1,1.5,·,-1.0%,15.8%,·,-6.0%,-0.8%,·,-18.5%
COc1cccc2c(=O)n(CC(=O)NC3CCCC3)ccc12,0.2,-0.1%,-2.4%,79.3%[activator],-10.2%,0.0%,-0.1%,4.0%,-3.7%
O=C(/C=C/c1ccccc1)NCC(=O)N/N=C/c1cccs1,6.4,-8.9%,-11.4%,10.8%,5.4%,2.9%,-2.1%,-13.5%,i
COc1cc(C2C(C(=O)c3ccco3)=C(O)C(=O)N2CCc2ccccc2)ccc1O (stereo not given),0.4,-4.2%,2.9%,30.8%[activator],7.8%,-1.5%,11.8%,-7.2%,?
CC1CN(C(=O)N2CCC(C(=O)NCc3cccs3)CC2)c2ccccc2O1 (stereo not given),-0.1,0.1%,1.0%,36.2%[activator],-7.1%,5.6%,·,?,7.2%
COC(=O)c1cc(C#N)c(N2CCN(C)CC2)nc1C,1.6,1.2%,-9.2%,122.7%[activator],-8.1%,-15.1%,-9.2%,-5.7%,-2.1%
COc1ccc(CCNC(=O)C(=O)NCC2OCCN2S(=O)(=O)c2ccc(OC)c(OC)c2)cc1 (stereo not given),-0.8,-1.4%,-5.4%,-7.4%,2.0%,-12.1%,2.4%,-13.2%,1.5%
O=C(Cc1ccccc1)NN1C(=O)C2C(C1=O)C1C=CC2C12CC2 (stereo not given),1.5,-3.6%,-3.9%,19.4%,5.7%,-7.0%,-6.9%,-16.7%,-0.1%
COc1ccc(/C=C/C(=O)OCC(=O)NCc2ccccc2Cl)cc1OC,·,·,-9.1%,5.3%,·,-3.4%,-10.8%,·,-1.3%
CC(C)(C)NC(=O)CN1CCC(O)(c2ccc3c(c2)OCO3)CC1,0.1,2.9%,-5.6%,-6.1%,-15.7%,-1.2%,0.5%,1.9%,-2.3%
CS(=O)(=O)c1cnc(-c2ccccc2)nc1Oc1ccc(F)cc1,0.0,-0.4%,12.8%,7.3%,23.2%,2.0%,22.9%,-7.5%,25.0%
COc1cccc(/C=N/NC(=O)c2ccccc2N(Cc2ccccc2)S(=O)(=O)c2ccccc2)c1OC,-0.2,-8.0%,18.0%,2.5%,3.1%,-7.8%,5.0%,-10.3%,0.9%
CCCCC(=O)NC1(C(F)(F)F)NC(=O)N(Cc2ccccc2)C1=O (stereo not given),-0.6,-1.8%,-1.7%,168.3%[activator],0.4%,-3.0%,3.5%,-2.9%,-0.9%
O=C(CNC(=O)c1ccccc1)N/N=C/C=C/c1ccccc1,-0.6,-1.6%,25.1%,48.0%[activator],0.8%,12.1%,16.3%,?,0.0%
CCC(C)CCN1C(N(C)C)=NC[C@@H]1CC(C)C (stereo not given in full),0.5,·,-1.8%,?,·,-0.9%,7.8%,·,7.3%
CCCCN(CC)CCCNC(=O)CCN1N=C(c2ccc(OC)cc2)CCC1=O,-0.3,5.9%,-1.9%,10.8%,6.4%,-8.8%[60.1 µM],·,-7.7%,-9.8%
COC(=O)CC1C(=O)NCCN1C(=O)CSc1nnnn1-c1ccc(Cl)cc1 (stereo not given),-0.3,-8.8%,-0.7%,-8.3%,7.6%,-12.2%,-1.2%,-15.2%,1.1%
CCn1c(C)nc2cc(C(=O)NNS(=O)(=O)c3c(F)cc(F)c(Cl)c3F)ccc21,0.1,-1.5%,-2.2%,69.7%[activator],31.4%,-12.8%,-1.4%,-0.7%,-2.8%
O=C(CCc1ccccc1Cl)Nc1cccc(S(=O)(=O)N2CCCC2)c1,-1.1,-10.3%,3.5%,19.9%,7.6%,-16.1%,3.0%,-14.0%,-7.5%
Cc1ccc(S(=O)(=O)N2CCC(C(=O)OCC(=O)NC3(C#N)CCCCC3)CC2)cc1C,-1.0,·,-0.2%,19.1%,·,-17.8%,-4.7%,·,-12.6%

# Structures above that have a thiophene ring, fused or not (2):
SMILES,TRHR agonist,BLM helicase inh,ERG Ets-DNA blk,POLI inh,Pol beta inh,Pol kappa inh,APE1 inh,Anesthetic bind,12-LOX inh
O=C(/C=C/c1ccccc1)NCC(=O)N/N=C/c1cccs1,6.4,-8.9%,-11.4%,10.8%,5.4%,2.9%,-2.1%,-13.5%,i
CC1CN(C(=O)N2CCC(C(=O)NCc3cccs3)CC2)c2ccccc2O1 (stereo not given),-0.1,0.1%,1.0%,36.2%[activator],-7.1%,5.6%,·,?,7.2%

# Carrying on:
SMILES,TRHR agonist,BLM helicase inh,ERG Ets-DNA blk,POLI inh,Pol beta inh,Pol kappa inh,APE1 inh,Anesthetic bind,12-LOX inh
CCC(N1CCOC1=O)S(=O)(=O)c1ccc(C)cc1 (stereo not given),0.5,-4.6%,-5.1%,6.7%,0.2%,3.9%,-1.8%,0.5%,-53.6%
COc1ccc(OCC(=O)N2CCN(C(=O)c3ccc(OC)cc3)CC2)cc1,0.4,-2.6%,-4.3%,6.7%,3.8%,-3.6%,·,4.0%,-0.3%
COc1ccc(N(CC(=O)NCCSC2CCCCC2)S(=O)(=O)c2ccccc2)cc1OC,1.3,-0.2%,-4.4%,13.2%,9.3%,-8.8%,12.4%,-4.4%,-2.2%
O=C(OCC(=O)N1CCCCC1)c1cc(=O)[nH]c2ccccc12,·,·,10.5%,5.9%,·,9.9%,-7.2%,·,2.0%
CC(=O)c1ccc(OCC(=O)Nc2cccc(C(=O)Nc3c(C)n(C)n(-c4ccccc4)c3=O)c2)cc1,·,·,-0.4%,13.5%,·,0.5%,·,·,29.3%
O=C(Nc1nc2c(c(=O)[nH]1)CCCC2)C1CC1,0.0,-1.3%,-6.6%,12.1%,-16.3%,5.9%,19.7%,-5.6%,15.0%
COc1ccc(Oc2ncc(CN3CCN(c4ccccc4)CC3)s2)cc1,-1.3,-6.7%,-3.1%,4.8%,1.0%,-6.6%,-0.3%,-3.0%,0.0%
COCCCNC(=O)CC1C[C@H](C(=O)N2CCCCC2)[C@@]2(CCc3ccccc3)c3[nH]c4ccc(OC)cc4c3CCN2C1=O (stereo not given in full),·,·,2.6%,-0.5%,·,-5.9%,21.2%,·,-2.4%
CC1=C(C(=O)Nc2ccccc2C)C(c2ccncc2)n2nc(SCc3ccccc3Cl)nc2N1 (stereo not given),0.6,-7.2%,-8.4%,-25.4%,35.1%[activator],-4.6%,·,-14.7%,-18.6%
Cc1nc(Nc2nc(CSc3ccc(Cl)cc3)cc(=O)[nH]2)nc2ccccc12,-1.6,1.4%,·,12.7%,1.4%,-15.4%,-0.5%,3.2%,-0.6%&-4.0%
CC1Cc2ccccc2N1S(=O)(=O)c1ccc(Cl)nc1 (stereo not given),-0.3,-9.7%,3.0%,-16.6%,-2.2%,-20.4%,6.7%,-13.9%,0.5%
O=C(Nc1ncc([N+](=O)[O-])s1)c1cccc([N+](=O)[O-])c1,3.3,-2.8%,13.3%,-14.1%,1.7%,-4.1%,-6.2%,-9.5%,0.0%
COc1cc2[nH]c(C(=O)N3CCc4ccccc4C3)cc2c(OC)c1OC,-0.2,-8.5%,-2.2%,22.3%,18.6%,-12.0%,-0.2%,-1.4%,0.5%&2.7%
N=c1n(CCN2CCOCC2)c2ccccc2n1Cc1ccccc1Br,0.2,-4.6%,-5.3%,6.4%,13.1%,-2.4%,-5.4%,-14.9%,14.1%
COc1cccc(C2C3=C(N=c4s/c(=C\c5cccc(O)c5)c(=O)n42)c2ccccc2CC3)c1OC (stereo not given),1.1,-4.7%,1.8%,7.0%,19.4%,8.1%,6.0%,-19.0%,?
CCOc1ccccc1N1CC(c2nc3ccccc3n2CCCCOc2cc(C)ccc2C)CC1=O (stereo not given),0.9,-11.9%,3.1%,16.6%,-1.1%,-25.0%,·,64.2%[activator],?
CNC(=O)c1c[nH]c2ccc(S(=O)(=O)Nc3cccc(SC)c3)cc2c1=O,1.0,-8.5%,7.3%,-4.0%,?,7.2%,-21.2%,2.9%,?
CC(=O)c1cc2c(cc1N)OCO2,-1.4,-0.7%,-3.1%,44.8%,1.2%,-16.7%,-0.8%,-10.0%,-0.8%
COc1ccc(C(CNCC(O)COc2c(C)ccc(C)c2C)N(C)C)cc1 (stereo not given),0.6,1.0%,3.4%,5.9%,14.6%,9.5%,-4.1%,2.7%,?
O=C(CN1C(=O)NC2(CCCCC2)C1=O)Nc1ccccc1Cl,-0.7,0.0%,1.0%,89.1µM*,3.9%,-1.0%,4.2%,?,0.0%&5.5%
Cc1nc2c(C)cccc2c(SC(=N)N)c1CC=C(Cl)Cl,0.5,-0.8%,12.1%,11.5%,-0.2%,-19.4%,0.3%,1.9%,?
Cc1cc(N2C3CCC2CC(O)(c2ccc(F)cc2)C3)nc(-c2ccccc2)n1 (stereo not given),1.6,-12.9%,·,-10.8%,-8.0%,-19.3%,-10.7%,1.1%,?
COc1cc(/C=N/Nc2cc(C)nc(NS(=O)(=O)c3ccc(C)cc3)n2)ccc1O,-1.0,-10.4%,4.4%,13.6%,?,-16.6%,-5.5%,-6.9%,-19.4%

# Screening results from PubChem.
